Assay outcomes (PubChem)
Dengue-2 NS5 capping – Dengue-2 NS5 methyltransferase inhibitors, primary screen, biochemical, confirmation dose response (AID 588689); Genome polyprotein (Dengue virus type 2 (strain 16681-PDK53)); Dengue-2 NS5 methyltransferase capping enzyme assay, biochemical; higher % means a stronger effect; inhibition, % at 25 µM, or IC50 in µM where a hit was titrated; 340,000 compounds, 0.3% hits; in the data active = a potency from the dose series; inconclusive = inhibition above about 29% without an active follow-up result
AID2073 – inhibitors of Mint1-CaV2.2 protein interaction, biochemical, HTRF (AID 2073); Voltage-dependent N-type calcium channel subunit alpha-1B (Homo sapiens); HTRF protein-protein interaction, Mint1-CaV2.2; higher % means a stronger effect; inhibition, % at 20 µM, or IC50 in µM where a hit was titrated; 290,000 compounds, 0.19% hits; in the data active = inhibition mostly above about 51%, no sharp cut-off; inconclusive = no clear call, values can overlap the other calls; inactive = mostly below about 53%; note: some results filed as inactive read as strong as hits
XIAP displacement – XIAP antagonists, biochemical, IAP family, fluorescence polarization (AID 1018). displacement, % at 20 µM, or IC50 in µM where a hit was titrated. E3 ubiquitin-protein ligase XIAP (Homo sapiens). XIAP BIR domain, fluorescence polarization peptide displacement; higher % means a stronger effect. 200,000 compounds, 0.007% hits; in the data active = displacement above about 50%; note: a part of the inactive calls stands beside numbers as strong as those of hits
RSV CPE inhibition – RSV antiviral activity via CPE protection, HEp-2 cells, primary 10 µM value included (AID 2391). HEp-2 cells, RSV-induced CPE inhibition; higher % means a stronger effect. one-dose CPE inhibition, % at 10 µM; IC50 in µM for titrated hits. 310,000 compounds, 0.13% hits; in the data active = a potency from the dose series; inconclusive = CPE inhibition mostly from about 23% at the one dose, without a potency; inactive = the rest, 99 in 100 with CPE inhibition below about 21%; note: strong numbers were not always called active
MgcRacGAP inhibition – MgcRacGAP GTPase-activating activity inhibitors, confirmation, biochemical, ADP Hunter fluorescence | inhibition, % at 30 µM, or IC50 in µM where a hit was titrated | MgcRacGAP-stimulated Rac1 GTP hydrolysis, ADP Hunter fluorescence; higher % means a stronger effect; GST-tagged Rac1 F28L mutant substrate | 340,000 compounds, 0.6% hits | Rac GTPase-activating protein 1 (Homo sapiens);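 active = first-screen hits whose inhibition reached a set limit at any dose in the follow-up dose series; inconclusive = inhibition above the set first-screen limit but never retested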;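 note: fluorescence reports GDP produced by GAP-driven GTP hydrolysis; strong numbers were not always called active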
Siah-1 displacement – Siah-1 peptide-binding antagonists, primary screen, biochemical, fluorescence polarization, rhodamine-plectin, uHTS (AID 1817); displacement, % at 20 µM; hits with a dose series show IC50 in µM; E3 ubiquitin-protein ligase SIAH1 (Homo sapiens); 290,000 compounds, 0.02% hits; Siah-1 / rhodamine-plectin peptide fluorescence polarization; higher % means a stronger effect;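 active = displacement of at least 50% at 20 µM, with a fluorescence ratio check between 0.3 and a set limit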;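 note: plate controls were Siah plus tracer with DMSO for no effect and tracer alone without Siah for full effect; strong numbers were not always called active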
Large T inhibition – SV40 large T antigen inhibitors, biochemical (AID 1903) | SV40 large T antigen ATPase/helicase inhibition assay; higher % means a stronger effect | inhibition, % at 20 µM, or IC50 in µM where a hit was titrated | 310,000 compounds, 0.39% hits; in the data active = a potency from the dose series; inconclusive = inhibition mostly from about 32% at the one dose, without a potency; inactive = the rest, 99 in 100 with inhibition below about 32%; note: strong numbers were not always called active
LYP inhibition – inhibitors of LYP phosphatase, biochemical, fluorescence intensity, uHTS (AID 1779). recombinant LYP phosphatase, fluorescence intensity; higher % means a stronger effect. Tyrosine-protein phosphatase non-receptor type 22 (Homo sapiens). inhibition, % at 11.5 µM; hits with a dose series show IC50 in µM. 290,000 compounds, 0.054% hits; in the data active = inhibition above about 50%;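 note: plate controls were vehicle with enzyme for no effect and no enzyme for full effect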
HIV peptide binding – inhibitors of HIV fusion peptide binding, primary screen, biochemical, uHTS, fluorescence dequenching (AID 1986); cell-free peptide binding, fluorescence dequenching, 30 min; higher % means a stronger effect; inhibition, % at 20 µM; hits with a dose series show IC50 in µM; 290,000 compounds, 0.3% hits; in the data active = inhibition mostly above about 52%, no sharp cut-off; inactive = mostly below about 76%; note: some results filed as inactive read as strong as hits
Dengue-2 NS5 capping pilot replicate – also measured in Dengue-2 NS5 capping; calls as there; inhibition, %; measured here: pilot screen replicate inhibition
* hit, by the source's call; ? = inconclusive; / = no result given; & = joins results of further samples.

SMILES | Dengue-2 NS5 capping | AID2073 | XIAP displacement | RSV CPE inhibition | MgcRacGAP inhibition | Siah-1 displacement | Large T inhibition | LYP inhibition | HIV peptide binding | others
O=C(O/N=C\c1ccc(N2CCCCC2)c([N+](=O)[O-])c1)c1cccc(C(F)(F)F)c1 | 3% | -1% | -9.4% | -1.5% | 14% | -4% | 22% | 8% | -2.6%
Cc1cccc(/C=C2/Sc3ccc(C(=O)NCCCN4CCOCC4)cc3NC2=O)c1 | -12% | 6% | / | -0.2% | 12% | 1% | 7% | 2% | 1.5%
CC12CCC(C(=O)O)(C/C1=N\O)C2(C)C (configuration not stated) | 4%&0% | 2%&-11% | -4.1%&-0.5% | 2.4%&1.9% | 5%&0% | 2%&1% | -2%&13% | -3%&-2% | 1.0%&-1.9%
Cc1csc(SCC(=O)NCc2ccccc2Cl)n1 | -14% | 2% | -3.3% | -1.4% | 3% | 10% | -10% | -8% | 2.0%
O=C(OCC(=O)N1CCN(S(=O)(=O)c2ccc(Cl)cc2)CC1)c1cccc(OC(F)F)c1 | -7% | / | / | 8.6% | 5% | / | 12% | / | /
CCCCn1c(SCC(=O)NC2CC2)nnc1-c1ccncc1 | -1% | 4% | / | 2.7% | 3% | 4% | 9% | -9% | 0.5%
COC(=O)CN1C(=O)C(O)(CC(=O)c2cccc(Br)c2)c2ccccc21 (configuration not stated) | 1% | 2% | 0.3% | 1.5% | 3% | 1% | 2% | 1% | 2.1%
Cc1nc2ccccc2c2c1C(=O)N(c1ccc(C(=O)O)cc1)C2=O | 6% | -5% | -11% | 1.0% | 2% | -4% | 9% | -2% | -1.6%
COc1ccc(-c2nc(CS(=O)CC(=O)NCc3ccccn3)c(C)o2)cc1 (configuration not stated) | 13% | -13% | -15% | 2.5% | 4% | 18% | 22% | -6% | 5.0%
CCCCC(=O)Nc1cccc(-c2nnc(-c3ccccc3)o2)c1 | -3% | 5% | -0.7% | 0.1% | 5% | 7% | 8% | 0% | -0.9%

10 compounds from above, ordered by SMILES length, rising.
SMILES | Dengue-2 NS5 capping | AID2073 | XIAP displacement | RSV CPE inhibition | MgcRacGAP inhibition | Siah-1 displacement | Large T inhibition | LYP inhibition | HIV peptide binding | others
Cc1csc(SCC(=O)NCc2ccccc2Cl)n1 | -14% | 2% | -3.3% | -1.4% | 3% | 10% | -10% | -8% | 2.0%
CC12CCC(C(=O)O)(C/C1=N\O)C2(C)C (configuration not stated) | 4%&0% | 2%&-11% | -4.1%&-0.5% | 2.4%&1.9% | 5%&0% | 2%&1% | -2%&13% | -3%&-2% | 1.0%&-1.9%
CCCCn1c(SCC(=O)NC2CC2)nnc1-c1ccncc1 | -1% | 4% | / | 2.7% | 3% | 4% | 9% | -9% | 0.5%
CCCCC(=O)Nc1cccc(-c2nnc(-c3ccccc3)o2)c1 | -3% | 5% | -0.7% | 0.1% | 5% | 7% | 8% | 0% | -0.9%
Cc1nc2ccccc2c2c1C(=O)N(c1ccc(C(=O)O)cc1)C2=O | 6% | -5% | -11% | 1.0% | 2% | -4% | 9% | -2% | -1.6%
COc1ccc(-c2nc(CS(=O)CC(=O)NCc3ccccn3)c(C)o2)cc1 (configuration not stated) | 13% | -13% | -15% | 2.5% | 4% | 18% | 22% | -6% | 5.0%
COC(=O)CN1C(=O)C(O)(CC(=O)c2cccc(Br)c2)c2ccccc21 (configuration not stated) | 1% | 2% | 0.3% | 1.5% | 3% | 1% | 2% | 1% | 2.1%
Cc1cccc(/C=C2/Sc3ccc(C(=O)NCCCN4CCOCC4)cc3NC2=O)c1 | -12% | 6% | / | -0.2% | 12% | 1% | 7% | 2% | 1.5%
O=C(OCC(=O)N1CCN(S(=O)(=O)c2ccc(Cl)cc2)CC1)c1cccc(OC(F)F)c1 | -7% | / | / | 8.6% | 5% | / | 12% | / | /
O=C(O/N=C\c1ccc(N2CCCCC2)c([N+](=O)[O-])c1)c1cccc(C(F)(F)F)c1 | 3% | -1% | -9.4% | -1.5% | 14% | -4% | 22% | 8% | -2.6%

(list continues)
SMILES | Dengue-2 NS5 capping | AID2073 | XIAP displacement | RSV CPE inhibition | MgcRacGAP inhibition | Siah-1 displacement | Large T inhibition | LYP inhibition | HIV peptide binding | others
COCCn1c(SCC(=O)N2CCCC2)nnc1-c1ccoc1C | -6% | -10% | -4.2% | 0.6% | 6% | -1% | -3% | -4% | 3.1%
CCOC(=O)COc1ccc(C2CC(C)=NN2c2ccccc2)cc1 (configuration not stated) | -5% | 1% | -3.3% | 0.5% | -8% | 21% | 11% | -4% | 1.9%
Cc1ccc(-c2cc(C(=O)NCC3CCCO3)c3ccccc3n2)cc1C (configuration not stated) | -2% | 14% | -7.4% | -0.1% | 3% | 4% | 1% | -7% | 0.8%
O=[N+]([O-])c1cc([N+](=O)[O-])c2cccnc2c1Oc1ccccc1O | -8% | -13% | 1.9% | 14% | 14% | 5% | 7.8µM* | -2% | 24%
Cc1nc([N+](=O)[O-])c(Br)n1CC(=O)c1ccc(Cl)cc1 | -46% | 17% | -3.5% | ? | 4% | -3% | 16% | -7% | -2.6%
CC(=O)Oc1ccc(/C=c2\sc3ncnn3c2=O)cc1 | 2% | 0% | -2.9% | 1.5% | 15% | 3% | 38% | -6% | 5.6% | Dengue-2 NS5 capping pilot replicate=3.6
Cc1nc2c3ccccc3n(CCN3CCCCC3)c2s1 | / | -11% | -1.6% | 0.1% | / | 0% | 7% | -5% | 0.5%
COc1ccc(C(=O)CSc2ccc3nnc(-c4cccnc4)n3n2)cc1 | 6% | -1% | -14% | 1.8% | 0% | 2% | -1% | 2% | -1.5%
COc1ccc(/C=N/n2c(SC)nnc2-c2ccccc2)c(OC)c1OC | -14% | -6% | -5.0% | / | 11% | -3% | 19% | -6% | -2.3%
O=C(O)c1ccc(NS(=O)(=O)c2ccc(Cl)c(Cl)c2)cc1O | 18% | 18% | -1.1% | 1.0% | -4% | 3% | 11% | 0% | 30%
Cc1ccc(S(=O)(=O)CC(=O)Nc2nnc(C)s2)cc1 | -3% | 9% | / | 1.5% | 4% | -4% | 6% | -10% | 0.2%
CCC1=Nc2ccccc2NC2=C1C(=O)CCC2 | 21% | 2% | -5.9% | 2.2% | 6% | -1% | 0% | 0% | 14%
Cc1ccc(/C=N/NC(=O)c2c(-c3ccccc3)noc2C)c(O)c1 | -8% | 4% | / | 4.5% | 7% | 5% | 6% | -7% | -0.6%
C=CCN(CC=C)C(=O)CN1C(=O)NC(c2ccccc2)(c2ccccc2)C1=O | -8% | 9% | / | 1.9% | 1% | -3% | 11% | -4% | 0.6%
Cc1ccc(NC(=O)CN2C(=O)COc3ccc(S(=O)(=O)N4CCCC4)cc32)c(C)c1 | -6% | 6% | / | 5.0% | 10% | 13% | 12% | -13% | 2.1%
CCc1nnc(NC(=O)CSc2nccn2-c2cc(C)cc(C)c2)s1 | -4% | -3% | -4.8% | 2.0% | 1% | 2% | 4% | -7% | -2.2%
O=C(NNC(=O)C1[C@H]2CCCC[C@@H]12)Nc1cccc2ccccc12 (some centres not stated) | 2% | -6% | / | 0.5% | -11% | -3% | 12% | -9% | 0.3%
CCc1nc2sc3c(c2c(=O)n1CCO)CCC3 | -5% | 2% | / | 1.7% | 10% | 14% | 15% | -9% | 0.2% | Dengue-2 NS5 capping pilot replicate=-2.1
CCOc1ccc(S(=O)(=O)NCc2ccccc2)cc1C(N)=O | 5% | -10% | -4.1% | -0.2% | 4% | 0% | -4% | 8% | 0.6%
CC(C)=NNc1nc2sc3c(c2c(=O)[nH]1)CC(C)(C)OC3 | 0% | 1% | -0.1% | 0.4% | 12% | 4% | 18% | -4% | 6.1%
CCOC(=O)Nc1ccc(C(=O)Oc2ccccc2)c(O)c1 | -5% | 1% | 1.3% | 12% | 4% | 5% | 0% | 3% | 1.4%
COc1cc(/C=C/C(=O)NNc2c(F)c(F)cc(F)c2F)ccc1OC(F)F | 2% | -2% | -4.5% | -1.6% | 14% | 0% | 9% | -5% | -3.4%
CCOC(=O)CCn1nnc(N)n1 | -3% | -6% | -3.4% | 0.8% | 6% | 0% | 2% | -6% | -1.8%
CCCCN(C(=O)c1cc2c(s1)CCC2)c1c(N)n(CCCC)c(=O)[nH]c1=O | -7% | / | / | -0.4% | 10% | / | 10% | / | /
CNC(=O)Cc1csc2ccc(Cl)cc12 | / | -2% | -1.8% | -0.1% | 10% | -3% | 17% | -8% | -0.8%
NCC12CC3CC(CC(O)(C3)C1)C2 | -3% | -2% | -4.8% | 1.4% | 10% | -4% | 19% | -8% | -1.1%
COc1ccccc1N1Cc2ccc(OC)c(OC)c2C1=O | -3% | 26% | / | 0.8% | -8% | -1% | 26% | 0% | -1.3%
C#Cc1ccc(CN2CCC(N3CCC(C(=O)NCc4ccccn4)CC3)CC2)cc1 | -14% | 11% | / | -0.7% | 5% | -4% | 5% | -13% | 0.4%
Cn1cccc1C(=O)NC(=O)COC(=O)CC12CC3CC(CC(C3)C1)C2 | -1% | -2% | -3.0% | 0.6% | 8% | 1% | 3% | 0% | 0.6%
COc1ccc(C(=O)Nc2ccc(Oc3ncnc4sc(-c5ccccc5)cc34)cc2)cc1OC | 1% | 37% | 9.3% | 1.1% | 10% | 11% | 4% | -2% | 4.3%
Cc1ccc(NC(=O)c2ccc(S(=O)(=O)NCC3CCCO3)cc2)cc1C (configuration not stated) | -4% | -2% | -10% | 5.5% | 5% | -7% | 1% | -8% | -0.4%
Cc1nnsc1C(=O)Nc1ccccc1Cl | -11% | 12% | -7.7% | 1.7% | 4% | 1% | 8% | -2% | -2.0%
O=c1[nH]c(-c2cccs2)nc2ccccc12 | -3% | 15% | 3.3% | 1.2% | 5% | 2% | 2% | 8% | -1.3%
CCCc1nnc(NC(=O)CNc2ccc(F)cc2)s1 | 0% | -5% | -12% | 0.4% | 4% | 4% | 5% | -3% | -1.1%
O=c1[nH]c(C2CCN(S(=O)(=O)/C=C/c3ccccc3)CC2)nc2c1nnn2Cc1ccc(F)cc1 | -11% | 21% | / | 12µM* | 8% | 14% | 2% | -2% | 4.1%
O=C(COc1ccc2cc(-c3ccccc3)c(=O)oc2c1)NCC1CCC(C(=O)O)CC1 (configuration not stated) | 4% | 45% | / | 1.6% | -3% | 2% | 15% | -41% | 2.1%
CSc1nc(-c2ccccc2)cn1-c1ccc(NC(C)=O)cc1 | 4% | 8% | -5.2% | 8.2% | 16% | -3% | 9% | -5% | -2.5%
Cc1ccc(Nc2nnc(SC3CCOC3=O)s2)cc1 (configuration not stated) | -9% | -6% | -5.8% | 0.9% | 9% | 3% | 11% | 0% | 4.2%
